# human PMI inhibitors – human PMI inhibitors, high substrate, primary screen, biochemical, fluorescence intensity, high mannose 6-phosphate (AID 1220). recombinant PMI enzyme, coupled fluorescence intensity; higher % means a stronger effect. one-dose inhibition, % at 20 µM; IC50 in µM for titrated hits. 0.66% of 190,000 active
# Hep lipid drop – hepatic lipid droplet formation modulation; AML12 mouse hepatocytes, oleate lipid droplets, BODIPY imaging; inhibition, % at 6.5 µM; 0.4% of 240,000 active; AID 1656;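 active = lipid droplet intensity inhibited by at least 50%, with more than 500 cells counted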
#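 Technique: fluorescence imaging, 20x objective, two fields per well / Assay system: AML12 hepatocytes (mouse) / Measure: % inhibition of lipid droplet signal / Doses: 6.5 µM single-point dosing / Incubation: overnight exposure / Reagent: 100 µM oleic acid challenge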
# Ins promoter up – MIN6 insulin promoter up-regulation. AID 1625. 0.3% of 190,000 active. z-score at 5 µM. MIN6 insulin promoter-GFP reporter, high-content imaging; active compounds read high;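 active = z-score above 3 at 5 µM with at least 500 cells counted in the well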
# PMI inhibitors – inhibitors of human PMI, primary screen, biochemical, fluorescence intensity, coupled assay (AID 1209); inhibition, % at 20 µM, or IC50 in µM where a hit was titrated; purified PMI enzyme, coupled fluorescence intensity; higher % means a stronger effect; 0.42% of 190,000 active;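 note: plate controls were DMSO vehicle for no effect and wells lacking substrate for full effect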
# MT stabilize HCS – microtubule stabilizers in HeLa cells | 0.83% of 200,000 active | AID 2205 | % tubulin-high responders, % at 10 µM | HeLa tubulin immunostaining HCS, 24 h; share of cells brighter than vehicle mean+2SD;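 active = plate Z-score above 3 for both tubulin-high and condensed-nucleus cell shares, with cell loss under 80%, at 10 µM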;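 note: anti alpha tubulin signal scored within the nucleus-defined area of each cell; some results filed as inactive read as strong as hits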
# bCat nuc transl – beta-catenin nuclear translocation modulation. HeLa beta-catenin nuclear translocation, immunofluorescence imaging. nuclear translocation activity, % at 5 µM. 0.3% of 190,000 active. AID 1665;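 active = nuclear translocation activity above 50% at 5 µM, with a well cell count of 50 or more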;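 note: per-cell ratio of nuclear to cytoplasmic median beta-catenin stain intensity; plate controls were DMSO negative control for no effect and GSK-3 inhibitor IX positive control for full effect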
#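 Signal – beta-catenin immunofluorescence imaging with DAPI · Test system – human HeLa cell line · Dosing – 5 µM primary single dose, 0.1% DMSO, 0.02–20 µM confirmation series · Measure – % activation, nuclear-to-cytoplasmic median beta-catenin signal ratio per cell · Incubation – 24 h compound exposure at 37°C, 5% CO2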
# Autophagy HCS – alters autophagy in cells | MEF GFP-LC3 puncta imaging; test concentration mostly 10 µM | calls only at 10 µM (by protocol) | 0.98% of 190,000 active | AID 463193;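 active = percentage of spot-positive cells more than 3 SD above its plate mean, without a fluorescence outlier flag or 80% toxicity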;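 note: spot-positive cell cutoff set from DMSO-treated cells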
# TNAP activation fold – human TNAP enzyme activators, primary screen, biochemical, luminescent, no phosphate acceptor, uHTS (AID 1001) | one-dose activation fold at 20 µM; EC50 in µM for titrated hits | purified TNAP, luminescent activation assay, no phosphate acceptor; higher activation fold means a stronger effect | 0.03% of 200,000 active; in the data active = activation fold from about 3, or a potency from the dose series; inactive = the rest, 99 in 100 with activation fold below about 1.6; note: many of its hits are not listed in these tables
# T cell HTS – modulates CD8 T cell binding to vesicles; 2C CD8+ T cell-vesicle binding, flow cytometry; active compounds read low; calls only at 7 µM; 0.068% of 330,000 active; AID 2052;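 active = response, share of CD8 T cells binding vesicles, and their 90th percentile fluorescence all below set limits, cut at about 80% in these data, passing the limit was not always enough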
#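 Material: 2C TCR transgenic mouse naive CD8+ T cells, MACS-purified. Also added: QL9-charged Drosophila Ld/ICAM-1/B7-1 vesicles. Timing: binding 1.5 h at 37 °C. Measured by: high-throughput flow cytometry with anti-B7-1 and anti-CD8 staining. Read-out: percent CD8+ FL2 mean versus row control. Controls: Unloaded micro-vesicles (low), QL9 vesicles with 0.7% DMSO (high).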
# Ins promoter up cell count – also measured in Ins promoter up; calls as there; cell count; measured here: cytotoxicity, nuclei count;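 total cells summed across four imaged fields per well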
# Hep lipid drop cells 6.5 µM – also measured in Hep lipid drop; calls as there; cell count; measured here: cell count, cytotoxicity flag;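 cells counted across two imaged fields per well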
# bCat nuc transl cell count 5 µM – second read-out of bCat nuc transl, no call of its own (marks repeat the call); cell count; measured here: cell count, cytotoxicity flag
# T cell HTS vesicle-bound % – second read-out of T cell HTS, no call of its own (marks repeat the call); double positive events, %; measured here: CD8+ vesicle-bound cell fraction;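 binding gate set so that unloaded-vesicle control wells show 10% double positive cells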
# MT stabilize HCS Hoechst-high % – also measured in MT stabilize HCS; calls as there; % Hoechst-high responders; measured here: nuclear condensation Hoechst responders;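 share of cells brighter than vehicle mean plus two SD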
# MT stabilize HCS cytotoxicity % – also measured in MT stabilize HCS; calls as there; toxicity, %; measured here: cytotoxicity by cell density;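 0% = mean cell density of plate MIN control wells and 100% = no cells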
# Autophagy HCS cell loss 18 h – further read-out of Autophagy HCS, marked with its call; toxicity, %; measured here: cell loss, nuclei count;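 cell loss after 18 h compound exposure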
# The depositor's hits bear a star; i = inactive; . = no result given. Cut-off read from the data, not from the text of the source, unless noted: active = inhibition above about 50%; inactive = the rest.
SMILES,human PMI inhibitors,Hep lipid drop,Hep lipid drop cells 6.5 µM,Ins promoter up,Ins promoter up cell count,PMI inhibitors,MT stabilize HCS,MT stabilize HCS Hoechst-high %,MT stabilize HCS cytotoxicity %,bCat nuc transl,bCat nuc transl cell count 5 µM,Autophagy HCS,Autophagy HCS cell loss 18 h,TNAP activation fold,T cell HTS,T cell HTS vesicle-bound %
COc1ccc(C2=NOC3(CC(=O)N(c4ccc(C)cc4)C3=O)C2)c(OC)c1 (stereo not given),10%,.,.,-0.98,1195,1%,5.1,2.4,16,-4.2,927,i,-5,1.2,i,54
O=C(O)c1ccc(Nc2ncc([N+](=O)[O-])cc2[N+](=O)[O-])cc1,14%,-2,683,1.1,1600,-11%,1.3,1.6,13,-2.3,1043,i,-12,1.1,i,56
CCN(CC)CCN1CCn2c3c(c4cc(C)ccc42)CCCC31 (stereo not given),-24%,10,604,-0.49,1005,-26%,4.9,1.9,8.3,1.0,540,i,30,1.2,i,40
CC(=O)NC1=NC(=O)C(C)S1 (stereo not given),-2%,.,.,0.26,1643,6%,3.8,1.5,5.8,-2.9,1424,i,3,1.1,i,17
COc1ccc(-c2nc(N)n(C(=O)c3ccc(C)cc3)n2)cc1,-10%,25,692,-0.02,1254,-1%,2.0,3.6,3.4,-5.4,1027,i,-4,0.9,i,5
Cc1cc(F)ccc1NCc1ccccc1[N+](=O)[O-],70%*,-34,768,0.76,1419,42%,5.2,1.4,5.1,0.0,1030,i,-3,1,i,54
CCOC(=O)c1c(-c2ccccc2)csc1NC(=O)c1cccc(N2C(=O)CCC2=O)c1,-1%,.,.,.,.,2%,1.4,1.9,7.4,.,.,i,-36,1,i,41
Nn1c(SCc2ccccc2F)nnc1-c1ccncc1,.,5,714,0.76,988,.,.,.,.,-0.6,1304,.,.,.,i,34
CC(C)N(C(=O)CO/N=C/c1cccc([N+](=O)[O-])c1)C(C)C,12%,-4,685,1.5,1225,1%,2.0,1.6,4.7,-3.8,1126,i,10,1.1,i,26
O=C(Nc1nccs1)C1CCN(S(=O)(=O)c2cnc[nH]2)CC1,7%,-1,710,0.36,1194,8%,3.1,1.9,3.6,0.6,944,i,-1,1,i,41

# Next part, overlapping the part above by 5 compounds.
SMILES,human PMI inhibitors,Hep lipid drop,Hep lipid drop cells 6.5 µM,Ins promoter up,Ins promoter up cell count,PMI inhibitors,MT stabilize HCS,MT stabilize HCS Hoechst-high %,MT stabilize HCS cytotoxicity %,bCat nuc transl,bCat nuc transl cell count 5 µM,Autophagy HCS,Autophagy HCS cell loss 18 h,TNAP activation fold,T cell HTS,T cell HTS vesicle-bound %
Cc1cc(F)ccc1NCc1ccccc1[N+](=O)[O-],70%*,-34,768,0.76,1419,42%,5.2,1.4,5.1,0.0,1030,i,-3,1,i,54
CCOC(=O)c1c(-c2ccccc2)csc1NC(=O)c1cccc(N2C(=O)CCC2=O)c1,-1%,.,.,.,.,2%,1.4,1.9,7.4,.,.,i,-36,1,i,41
Nn1c(SCc2ccccc2F)nnc1-c1ccncc1,.,5,714,0.76,988,.,.,.,.,-0.6,1304,.,.,.,i,34
CC(C)N(C(=O)CO/N=C/c1cccc([N+](=O)[O-])c1)C(C)C,12%,-4,685,1.5,1225,1%,2.0,1.6,4.7,-3.8,1126,i,10,1.1,i,26
O=C(Nc1nccs1)C1CCN(S(=O)(=O)c2cnc[nH]2)CC1,7%,-1,710,0.36,1194,8%,3.1,1.9,3.6,0.6,944,i,-1,1,i,41
CC1CC2=C(C(=O)O1)C(C)Nc1ccccc1N2 (stereo not given),5%,13,636,-0.01,1363,1%,3.3,1.6,4.3,-5.1,628,i,43,1.1,i,52
CC(C)N(C(=O)C[n+]1ccsc1N)c1ccccc1,-5%,9,712,.,.,-16%,3.7,1.4,1.8,-0.7,1089,i,-37,1,i,54
Cc1cccc(COCC(Cc2ccccc2)N2CCN(C(=O)c3cccc(C)c3)CCC2=O)c1 (stereo not given),3%,-4,669,-0.33,1208,5%,5.5,2.9,3.8,.,.,i,9,1.1,i,19
CCN(C(=O)COc1ccccc1)C1CCCCC1,-5%,0,685,1.6,1572,-6%,1.6,1.3,2.6,1.5,924,i,7,1.1,i,25
CCN(CC)S(=O)(=O)c1ccc(C)c(NC(=O)COc2ccc(Br)cc2Cl)c1,2%,-3,654,-0.23,1456,9%,5.4,1.5,8.2,-2.0,1123,i,22,1.2,i,5
Cc1cc(NC(=O)CCC(=O)N(CC(=O)NCC2CCCO2)c2ccccc2C)no1 (stereo not given),0%,1,790,0.03,1197,-5%,2.4,1.1,2.1,2.4,974,i,-1,1.1,i,38
NC1=NC[C@H](CC2CCCCC2)N1CCc1cc(C(F)(F)F)cc(C(F)(F)F)c1,.,-4,731,-1.3,1040,.,.,.,.,-2.0,1163,.,.,.,i,5
COc1ccc(C(=O)NNC(=O)c2ccncc2)cc1,-8%,16,665,0.39,1379,4%,5.7,2.1,6.1,.,.,i,10,1,i,7
O=C(Nc1cc(Cl)ccc1N1CCCCC1)c1cccs1,11%,6,793,.,.,4%,0.9,0.9,5.3,-11,1180,i,-5,1,i,26
COc1ccc(-c2cc(C(F)(F)F)nc(SCc3cccc(C(=O)O)c3)n2)cc1,11%,.,.,0.21,1487,6%,1.9,1.7,9.8,0.2,1330,i,-28,1,i,8
CCc1ccc(C2=NNC(=Nc3c(C)n(C)n(-c4ccccc4)c3=O)SC2)cc1,25%,-1,716,0.11,1452,28%,4.0,2.3,6.9,-2.4,1033,i,-3,1.1,i,7
COc1ccc(C)cc1NS(=O)(=O)c1cn(C)c(=O)n(C)c1=O,9%,.,.,1.7,1032,9%,4.7,3.3,3.4,-1.0,1146,i,23,1.1,i,31
CCOC(=O)c1cnn(-c2cc(C)nc3c(-c4ccccc4)c(C)nn23)c1N,11%,-18,788,-0.09,1272,12%,2.2,2.6,8.7,0.2,1032,i,-2,1,i,43
N/C(=N\OC(=O)CCCC(=O)O)c1ncc(C(F)(F)F)cc1Cl,17%,-2,691,0.94,1524,13%,1.4,1.9,6.8,0.3,930,i,11,1.1,i,40
CCCCOc1ccccc1NC(=O)CSc1nnnn1C(C)(C)C,-1%,.,.,0.21,1380,9%,5.3,3.0,12,-0.2,1498,i,9,1.1,i,34
CCC1CN(C)C2Cc3c([nH]c4ccccc34)C(=O)CC1C2C(=O)OC (stereo not given),.,-1,683,0.08,980,.,.,.,.,0.5,1282,.,.,.,i,51
COc1ccc(S(=O)(=O)Nc2nc3c(s2)CCCC3)cc1,5%,2,684,-0.31,1247,-1%,1.5,2.9,5.5,5.5,1060,i,16,1,i,44
CNC(=S)N1N=C(c2ccc(Br)cc2)CC1c1ccc(N(C)C)cc1 (stereo not given),14%,9,720,-2,1459,7%,4.0,4.8,5.4,-0.1,1507,i,-11,1.1,i,32
CN1c2ccsc2C(O)=C(C(=S)Nc2ccc(F)c(Cl)c2)S1(=O)=O,3%,14,797,.,.,13%,1.0,1.0,6.0,0.6,901,i,-8,1.2,i,46
O=C(O)c1cccc(-n2cccc2/C=C2\NC(=O)N(Cc3ccc(F)cc3)C2=O)c1,8%,17,668,-0.1,1562,-3%,1.5,2.0,8.5,0.3,1534,i,4,1.1,i,40
COc1cc(OC)c2c(-c3ccccc3)cc(=O)oc2c1,9%,7,741,0.07,1370,6%,2.5,2.1,7.9,-3.0,1164,i,-3,1.2,i,28
O=C(COC(=O)CCc1nc2ccccc2c(=O)[nH]1)NCc1ccc(F)cc1,.,1,689,0.74,1005,.,.,.,.,0.7,1393,.,.,.,i,13
COc1ccc(CC(=O)N2CCN=C2SCc2cccc([N+](=O)[O-])c2)cc1,0%,-3,692,-0.81,1537,7%,1.8,1.8,9.8,-3.4,1090,i,14,1,i,31
COc1ccccc1NC(=O)Nc1c(C)n(C)n(-c2ccccc2)c1=O,-1%,5,674,0.29,940,0%,3.1,2.0,6.7,-0.9,1126,i,-8,1.1,i,17
C/C=C/c1ccc(OCCCN2C(=O)NC(C)(C)C2=O)c(OC)c1,10%,.,.,.,.,4%,3.6,3.2,11,-0.4,977,i,-7,1.1,i,12
COc1cc2c(cc1OC)C1(Nc3c-2c(Cc2ccccc2)nn3-c2ccccc2)C(=O)Nc2ccccc21 (stereo not given),-8%,8,808,.,.,9%,4.0,2.2,3.7,.,.,i,0,1.1,i,45
OCCC1CN(Cc2cccn2-c2cccnc2)CCN1Cc1ccc(F)cc1 (stereo not given),3%,-19,657,.,.,6%,2.1,1.8,2.3,0.2,919,i,-11,1.1,i,62
CN(C)CCCC1(O)c2ccccc2CCc2ccccc21,8%,-7,736,.,.,10%,3.4,1.4,7.5,-0.3,1036,i,6,1.1,i,55
Cc1c(NC(=O)Oc2ccccc2)sc(=S)n1C,-5%,-9,769,-0.28,837,6%,1.9,1.9,6.8,0.1,1172,i,-2,1.1,i,18
O=C(Cn1c(SCC(=O)N2CCCc3ccccc32)nc2ccccc21)N1CCCC1,-10%,3,737,-0.68,1269,-10%,2.7,1.9,2.4,-3.9,1183,i,3,1.1,i,31
O=C(c1cc2c(ccc3ccccc32)oc1=O)N1CCCC1,-3%,.,.,-0.43,1649,2%,3.9,2.8,2.9,1.7,1434,i,-4,1.1,i,30
CC(CN1CCOCC1)OC(=O)CCc1ccccc1 (stereo not given),0%,7,703,-0.63,1507,0%,1.3,1.4,4.3,-1.0,1045,i,5,1.1,i,17
